# SENP6 block: inhibitors of human SENP6 protease | inhibition, % at 10 µM | Recombinant SENP6 catalytic domain, aminoluciferin luminescence | AID 2599 | Q9GZR1 | actives 1.8% (n = 330,000);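 active means inhibition above about 50% at the single tested dose, limit read from the data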;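 further: plate controls were DMSO wells with enzyme for no effect and DMSO wells lacking enzyme for full effect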
# Target sequence (Q9GZR1 628-1112 limits assumed): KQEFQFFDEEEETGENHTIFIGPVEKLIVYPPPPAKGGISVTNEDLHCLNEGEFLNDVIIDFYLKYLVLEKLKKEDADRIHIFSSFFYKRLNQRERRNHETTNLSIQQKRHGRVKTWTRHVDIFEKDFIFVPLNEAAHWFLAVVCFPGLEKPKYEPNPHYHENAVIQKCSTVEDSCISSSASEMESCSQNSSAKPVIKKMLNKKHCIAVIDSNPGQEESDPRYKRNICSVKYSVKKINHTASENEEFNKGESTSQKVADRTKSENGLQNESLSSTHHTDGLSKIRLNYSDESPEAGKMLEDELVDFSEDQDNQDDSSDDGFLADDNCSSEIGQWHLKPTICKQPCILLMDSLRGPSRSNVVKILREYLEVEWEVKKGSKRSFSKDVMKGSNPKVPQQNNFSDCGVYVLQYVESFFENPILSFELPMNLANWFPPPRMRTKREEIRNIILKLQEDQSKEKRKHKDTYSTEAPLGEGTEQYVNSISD
# Apaf-1 inh: human Apaf-1 inhibition; inhibition, % at 20 µM; actives 0.71% (n = 330,000); reconstituted apoptosome caspase-3 activity, DEVD-Rh110 fluorescence; active means inhibition of at least 40% at 20 µM;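 further: plate controls were DMSO wells for no effect and DEVD-CHO caspase inhibitor wells for full effect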
#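 System – cell-free apoptosome with Apaf-1, procaspase-3 and caspase-9 · Buffer or medium – pH 7.5 Hepes buffer with CHAPS, BSA, DTT · Also added – cytochrome c with DEVD-Rh110 · Times – 30 min compound preincubation, 50 min activation, room temperature · Technique – Rh110 fluorescence intensity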
# SENP8 block-1: inhibitors of human SENP8 protease; Q96LD8; recombinant SENP8, Nedd8 substrate fluorescence; inhibition, % at 20 µM; actives 0.64% (n = 360,000); AID 602440; in the data active means inhibition mostly above about 40%, no sharp cut-off; inactive means mostly below about 27%
# Target sequence (Q96LD8 whole entry, looked up): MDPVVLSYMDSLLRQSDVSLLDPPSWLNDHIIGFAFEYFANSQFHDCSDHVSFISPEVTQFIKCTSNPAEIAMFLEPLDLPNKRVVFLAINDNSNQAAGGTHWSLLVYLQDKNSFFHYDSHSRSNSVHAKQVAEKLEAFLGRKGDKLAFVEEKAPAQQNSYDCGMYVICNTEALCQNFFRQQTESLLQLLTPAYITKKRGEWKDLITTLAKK
# SENP7 inh: blocks the human protease SENP7; inhibition, % at 5 µM; recombinant SENP7, Z-RLRGG-aminoluciferin luminescence, 40 min; actives 1.5% (n = 330,000);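 active means inhibition above about 50% at the single test dose, limit read from the data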;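 further: plate controls were DMSO with enzyme for no effect and no enzyme buffer wells for full effect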
# HKDC1 inhibitor: HKDC1 (human) hexokinase inhibition | actives 0.16% (n = 340,000) | inhibition, % at 20 µM | Q2TB90 | recombinant HKDC1, G6PDH/diaphorase resazurin coupled fluorescence | AID 493160;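 active means inhibition above about 35% when tested at 20 µM, limit read from the data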;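 further: plate controls were DMSO wells with enzyme for no effect and DMSO wells lacking enzyme for full effect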
#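 test system = in-house recombinant HK5 (HKDC1) enzyme | amount = HKDC1 at 5 µg/mL | control set = DMSO-enzyme wells negative, buffer-substituted wells positive | compound = one dose of 20 µM, 1% DMSO | schedule = reaction time 90 min, room temperature, protected from light | technique = resorufin fluorescence at 613 nm | reagent = glucose with 1 mM ATP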
# SENP1 inh: blocks the human SENP1 SUMO protease catalytic domain. AID 624204. recombinant SENP1 catalytic domain, CyPet-SUMO1-YPet FRET cleavage. Q9P0U3. actives 0.21% (n = 360,000). inhibition, % at 10 µM;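 active means inhibition at least 30% at 10 µM, raw YFP signal under a set limit, fluorescence ratio 0.5 to 1.5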;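 further: 0% = enzyme with DMSO and 100% = no enzyme wells; some results filed as inactive read as strong as hits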
# Target sequence (Q9P0U3 419-644 limits assumed): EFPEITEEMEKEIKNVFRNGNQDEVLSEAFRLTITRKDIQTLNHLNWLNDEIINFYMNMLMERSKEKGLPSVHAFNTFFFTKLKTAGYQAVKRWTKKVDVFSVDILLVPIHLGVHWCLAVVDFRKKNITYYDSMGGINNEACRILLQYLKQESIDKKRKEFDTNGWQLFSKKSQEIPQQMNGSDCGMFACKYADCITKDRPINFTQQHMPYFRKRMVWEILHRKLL
#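 Test system: hSENP1 catalytic domain, recombinant; Amount: 20 pM final SENP1 enzyme; Medium: Tris pH 8 buffer plus EDTA, NaCl, BME, BSA, NP40, catalase; Schedule: 50 min enzyme reaction, room temperature, light-protected; Technique: FRET fluorescence in CFP and YFP emission channels; Controls: no-enzyme wells low, DMSO-plus-enzyme wells high control.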
# SENP8 block-2: SENP8 protease inhibition. inhibition, % at 10 µM. actives 1.2% (n = 330,000). purified SENP8, Z-RLRGG-aminoluciferin cleavage, luminescence. Q96LD8. AID 2540; in the data active means inhibition above about 50%
# PfG6PD inh: PfG6PD (Plasmodium falciparum) enzyme inhibition; actives 0.78% (n = 350,000); inhibition, % at 20 µM; AID 504690; PfGluPho enzyme, NADPH resazurin-diaphorase fluorescence;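 active means inhibition reaching at least a set limit at 20 µM in the primary screen, cut at about 59% in these data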;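 further: 0% = DMSO wells with substrate and 100% = DMSO wells lacking glucose-6-phosphate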
# The depositor's hits bear a star; · = no result given.
SMILES,SENP6 block,Apaf-1 inh,SENP8 block-1,SENP7 inh,HKDC1 inhibitor,SENP1 inh,SENP8 block-2,PfG6PD inh
O=C1CCC(C(=O)N2CCC(O)CC2)CN1CCc1ccc(Cl)cc1 (stereo unspecified),-6,1,9,-1,-5,1,-4,0
O=C(NCc1n[nH]c(=S)n1-c1ccc([N+](=O)[O-])cc1)c1ccc(S(=O)(=O)N2CCOCC2)cc1,-1,-7,24,4,4,1,4,36
Cc1ccc(CN2CCNC(=O)C2CC(=O)O)o1 (stereo unspecified),-9,5,3,4,0,-10,-3,-6
CCN1CCCC1CNC(=O)Cn1ncc2c(=O)oc3ccc(C)cc3c21 (stereo unspecified),8,-2,4,-7,-4,-8,-7,-3
O=C1CC(N2CCOCC2)=NN1c1ccc([N+](=O)[O-])cc1,29,94*,76*,22,0,1,16,-9
COC(=O)c1ccc(OCC2c3cc(OC)c(OC)cc3CCN2C(=O)C2CC2)cc1 (stereo unspecified),-8,-1,17,-11,14,0,-7,-7
CCOc1cc(C2C(C#N)=C(N)SC(N)=C2C#N)ccc1OCCN1CCOCC1,1,-24,-40,4,-3,-44,6,23
CCn1cc(CNC(=O)c2ccc(C)s2)cn1,-1,27,16,5,9,1,6,-7
O=c1[nH]c(SCCN2CCOCC2)nc(O)c1-c1ccccc1,2,-9,12,4,-7,0,-5,-5
CCOc1ccc(NC(=S)Nc2cccc3ccccc23)cc1,88*,66*,-404,34,4,-11,50*,17
Cc1ccc(OCCC(=O)OCC(=O)NCCc2ccc(Cl)cc2)cc1,-8,20,2,-1,30,2,-2,6
CC1(C)CC(=O)C=C(c2ccc(Oc3ccccc3)cc2)C1,21,18,12,8,1,2,6,10
CC1CCCN(C(=O)Cc2cn(Cc3cccc(Cl)c3)c3ccccc23)C1 (stereo unspecified),8,21,4,6,0,0,-1,-12
CN(CC(=O)Nc1ccccc1Cl)C(=O)COC(=O)c1cccs1,0,-10,4,4,-2,-1,3,1
COCC1CCN(C(=O)C2CCC(=O)N(Cc3ccc(Cl)cc3)C2)CC1 (stereo unspecified),-20,2,1,-6,-6,-1,-1,12
COC(=O)[C@]1(C)N[C@H](CN(C)C(=O)NC(C)C)[C@@H]2C(=O)N(C)C(=O)[C@@H]21,-11,-15,8,-4,-5,-3,-3,-10
CCOC(=O)c1ccc(N2C(=O)c3n[nH]c(C)c3C2c2ccccn2)cc1 (stereo unspecified),-8,10,4,11,-1,-1,-5,-8
O=C(CCc1nc2ccccc2c(=O)[nH]1)OCCOc1ccc(Cl)cc1,-8,-1,13,-4,9,-2,0,15
CCOC(=O)NC(CC(=O)O)c1ccc(OC)c(OC)c1 (stereo unspecified),-12,-15,1,1,0,3,-1,-8
O=C(Cc1ccccc1)Nc1ccc(C(=O)NCc2ccccc2)cc1,11,-2,17,-5,-9,-1,-1,16
CCOC(=O)c1c(NC(=O)CSc2ncccn2)sc(C(=O)NC)c1C,-9,-2,17,-4,-1,-1,-1,-1
COc1ccc(F)c(C2C(C#N)=C(N)Oc3n[nH]c(C(C)(C)C)c32)c1 (stereo unspecified),-11,15,5,-1,2,-2,-8,-5
COc1ccc(NC(=O)c2cc3c(s2)CCC(C)C3)cc1S(=O)(=O)N1CCOCC1 (stereo unspecified),-3,14,-12,5,-4,-4,1,18
N#Cc1ccc(-c2nc3ccccc3nc2-c2ccccc2)cc1C#N,-11,1,-27,-6,2,2,-11,5

# 18 entries from above, sorted by molecular weight, low to high:
SMILES,SENP6 block,Apaf-1 inh,SENP8 block-1,SENP7 inh,HKDC1 inhibitor,SENP1 inh,SENP8 block-2,PfG6PD inh
CCn1cc(CNC(=O)c2ccc(C)s2)cn1,-1,27,16,5,9,1,6,-7
O=C1CC(N2CCOCC2)=NN1c1ccc([N+](=O)[O-])cc1,29,94*,76*,22,0,1,16,-9
CC1(C)CC(=O)C=C(c2ccc(Oc3ccccc3)cc2)C1,21,18,12,8,1,2,6,10
CCOC(=O)NC(CC(=O)O)c1ccc(OC)c(OC)c1 (stereo unspecified),-12,-15,1,1,0,3,-1,-8
CCOc1ccc(NC(=S)Nc2cccc3ccccc23)cc1,88*,66*,-404,34,4,-11,50*,17
O=c1[nH]c(SCCN2CCOCC2)nc(O)c1-c1ccccc1,2,-9,12,4,-7,0,-5,-5
COc1ccc(F)c(C2C(C#N)=C(N)Oc3n[nH]c(C(C)(C)C)c32)c1 (stereo unspecified),-11,15,5,-1,2,-2,-8,-5
O=C(Cc1ccccc1)Nc1ccc(C(=O)NCc2ccccc2)cc1,11,-2,17,-5,-9,-1,-1,16
COC(=O)[C@]1(C)N[C@H](CN(C)C(=O)NC(C)C)[C@@H]2C(=O)N(C)C(=O)[C@@H]21,-11,-15,8,-4,-5,-3,-3,-10
CCOC(=O)c1ccc(N2C(=O)c3n[nH]c(C)c3C2c2ccccn2)cc1 (stereo unspecified),-8,10,4,11,-1,-1,-5,-8
CN(CC(=O)Nc1ccccc1Cl)C(=O)COC(=O)c1cccs1,0,-10,4,4,-2,-1,3,1
CCN1CCCC1CNC(=O)Cn1ncc2c(=O)oc3ccc(C)cc3c21 (stereo unspecified),8,-2,4,-7,-4,-8,-7,-3
Cc1ccc(OCCC(=O)OCC(=O)NCCc2ccc(Cl)cc2)cc1,-8,20,2,-1,30,2,-2,6
COCC1CCN(C(=O)C2CCC(=O)N(Cc3ccc(Cl)cc3)C2)CC1 (stereo unspecified),-20,2,1,-6,-6,-1,-1,12
CCOC(=O)c1c(NC(=O)CSc2ncccn2)sc(C(=O)NC)c1C,-9,-2,17,-4,-1,-1,-1,-1
COC(=O)c1ccc(OCC2c3cc(OC)c(OC)cc3CCN2C(=O)C2CC2)cc1 (stereo unspecified),-8,-1,17,-11,14,0,-7,-7
CCOc1cc(C2C(C#N)=C(N)SC(N)=C2C#N)ccc1OCCN1CCOCC1,1,-24,-40,4,-3,-44,6,23
COc1ccc(NC(=O)c2cc3c(s2)CCC(C)C3)cc1S(=O)(=O)N1CCOCC1 (stereo unspecified),-3,14,-12,5,-4,-4,1,18

# Remaining list, next part.
SMILES,SENP6 block,Apaf-1 inh,SENP8 block-1,SENP7 inh,HKDC1 inhibitor,SENP1 inh,SENP8 block-2,PfG6PD inh
Cc1cccc(NC(=O)CSc2nnc(Cc3ccccc3)o2)c1,-11,5,-2,-5,-9,1,-7,3
Cc1ccccc1Nc1nc(-c2cccnc2)nc2ccccc12,2,12,-37,-4,-1,-10,0,-3
Cc1c(-c2ccccc2)c(=O)oc2ccc(O)cc12,-14,35,-156,-3,1,4,-13,2
O=C(O)c1ccccc1SCC(=O)N1CCCCC1,-6,1,27,-5,-11,0,-7,-23
O=S(=O)(N1CCCCCC1)N1CCNCC1,-6,-12,1,11,-2,0,-9,-11
O=C(Cn1ccc([N+](=O)[O-])n1)NCc1cccs1,-37,-23,14,71*,-8,2,-4,-7
CN1CCC(N(C)S(=O)(=O)c2ccc(NC(=O)c3ccc(S(=O)(=O)N(C)C)cc3)cc2)CC1,11,-1,4,0,-1,1,-9,-4
COc1ccc(C=NC(CO)C(O)c2ccc([N+](=O)[O-])cc2)cc1 (stereo unspecified),-13,-4,25,-6,4,2,-10,2
O=S1(=O)CCN(Cc2ccc(Cl)cc2)CC1,-8,-5,10,11,2,0,-11,-16
CCN(CC)c1ccc(C(=O)N/N=C/c2ccc(OC)cc2OC)cc1,12,11,-395,4,-1,1,0,-10
O=C(O)c1cccc(NC(=O)c2cc(-c3cccc(Cl)c3)nc3ccccc23)c1,-14,21,-4,7,-1,1,6,-17
O=C(CS(=O)(=O)Nc1ccc(F)cc1Cl)Nc1ccc(F)cc1Cl,16,8,11,4,-2,1,5,-9
Cc1ccccc1CC(=O)Nc1sc(C(C)C)cc1C(=O)N1CCOCC1,0,0,-3,-8,-7,1,4,11
O=S(=O)(NCC1CCCO1)c1cnc(Cl)c(Cl)c1 (stereo unspecified),10,-12,23,-1,7,1,4,-17
COc1ccc(C)cc1NC(=O)C1CCCN(S(=O)(=O)c2ccc3c(c2)CCCN3C(C)=O)C1 (stereo unspecified),3,1,12,0,-1,-1,5,-9
COc1ccc(-c2oc(NC(C)=O)c(C#N)c2-c2ccc(OC)cc2)cc1,-8,10,-138,0,3,3,-4,-25
Cc1noc(NS(=O)(=O)c2ccc(NC(=O)Nc3ccc(Cl)c(Cl)c3)cc2)c1C,86*,21,21,16,4,0,82*,-15
CCC(=O)N1N=C(c2cccs2)CC1c1ccco1 (stereo unspecified),-39,2,-288,-3,-3,0,3,-20
O=C(NCc1ccc(Cl)cc1)c1cc(S(=O)(=O)N2CCCCC2)c[nH]1,-20,23,20,5,5,2,-5,-11
CC(/C=N/n1c(-c2cc(C)[nH]n2)n[nH]c1=S)=C\c1ccco1,-6,-1,30,1,6,0,5,43
Cc1ccc(C)c(NC(=O)CN(C)C(=O)COc2cccc3c2OC(C)(C)C3)c1,-14,-4,13,-8,-2,1,-2,5
Cc1cc(C(=O)CSc2nnc(C3CC3)n2C2CC2)c(C)n1C(C)C,2,-8,26,11,2,2,0,43
CCOC(=O)N1CCN(c2cc(N(C)CCO)c([N+](=O)[O-])c3nonc23)CC1,·,·,13,·,-7,7,·,-7
COc1ccc(OC(C)C(=O)N(C)Cc2nc(-c3ccc(C)cc3)no2)cc1 (stereo unspecified),-4,6,13,-5,-2,-1,2,5
O=C(CSc1nnnn1-c1ccc(Cl)cc1)NC(=O)Nc1ccc2c(c1)OCCO2,-11,12,14,3,-13,-1,8,1
C=CC1=CCN(S(=O)C(C)(C)C)[C@H]1CCO (stereo partly specified),·,·,9,·,-4,0,·,5
COC(=O)c1sc2ccccc2c1NC(=O)c1cccs1,7,-18,-42,-4,12,1,-6,-3
O=C(C(=O)N1CCCC1)c1c[nH]c2ccccc12,5,6,12,-6,3,-1,5,-1

# Screens: PubChem, Sanford-Burnham Center for Chemical Genomics
